D2 PAM: positively modulates the human D2 dopamine receptor allosterically; P14416; HEK293 T-REx D2, calcium flux, EC20 dopamine potentiation; potentiation, % at 10 µM; 340,000 compounds, 0.34% hits; AID 485347;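 active = potentiation over 3 SD above the plate norm, cut at about 30% in these data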; also: 0% is about no effect
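Tetracycline-induced Hek293 Trex D2 cells, force-coupled to calcium, loaded with no-wash calcium dye. Compound added with 180 s kinetic read for agonism, then EC20 dopamine and a further 180 s read for potentiation.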
D1 agonist: agonists of human D1 dopamine receptor; P21728; HEK293 T-REx D1 cells, calcium flux, agonist mode; activation, % at 2 µM; 360,000 compounds, 1% hits; in the data active = activation above about 30%; also: 0% is about no effect
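Inducible HEK293 T-REx D1 cells, force-coupled to calcium signalling, were plated at 4000 cells/well with tetracycline and held overnight at 30 C. After no-wash calcium dye loading, compound-evoked calcium rise over 180 s flagged agonists.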
Vif-A3G inh: inhibitors of Vif-APOBEC3G interaction; 410,000 compounds, 0.076% hits; Potency, µM (top dose mostly 46.1 µM), without a hit: at the top dose activity, negative = active, hits mostly inhibitors; HeLa A3G-eYFP + Vif (tagged APOBEC3G with the HIV-1 protein that degrades it), YFP fluorescence, overnight; Q9HC16;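 also: potency is read from the fitted curve at half-maximal effect; % is scaled to controls: 0 for no effect and ±100 for the full control effect; nearly all actives have a fitted effect of over 60% in size; hits raise eYFP signal because A3G escapes Vif-driven loss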
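Read-out is eYFP fluorescence (Ex 488/Em 500-530) from Vif-expressing HeLa A3G-eYFP cells; more signal means A3G escaped Vif-mediated degradation. Cells plated overnight, compound pinned in, incubated overnight at 37 deg C.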
Vif-A3F inh: inhibitors of Vif-A3F interaction; HeLa A3F-eYFP + Vif (tagged APOBEC3F with the HIV-1 protein that degrades it), YFP fluorescence increase; 390,000 compounds, 0.2% hits; Potency, µM (doses to about 46.1 µM), for inactives: at the highest dose activity, negative = active; AID 602313; also: potency is read from the fitted curve at half-maximal effect; % of control where 0% means no effect; nearly all actives have a fitted effect of over 65% in size
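Fluorescence increase (Ex 488/Em 500-530) after overnight compound treatment at 37 deg C flags inhibition of Vif-driven A3F-eYFP loss in stable HeLa A3F-eYFP/Vif cells seeded overnight beforehand.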
RXFP1 ag: RXFP1 (human) receptor agonism | Q9HBX9 | HEK293T-RXFP1 cAMP TR-FRET, 30 min; response scale: percent of porcine relaxin response, buffer zero | Potency, µM (top dose mostly 57.5 µM), for the others: at the top dose activation, actives largely listed as activators | 370,000 compounds, 0.3% hits | AID 2676; also: potency is read from the fitted curve at half-maximal effect; % is scaled to controls: 0 for no effect and ±100 for the full control effect; nearly all actives have a fitted effect of over 60% in size; many of its hits are not listed in these tables
Target sequence (Q9HBX9 whole entry, looked up): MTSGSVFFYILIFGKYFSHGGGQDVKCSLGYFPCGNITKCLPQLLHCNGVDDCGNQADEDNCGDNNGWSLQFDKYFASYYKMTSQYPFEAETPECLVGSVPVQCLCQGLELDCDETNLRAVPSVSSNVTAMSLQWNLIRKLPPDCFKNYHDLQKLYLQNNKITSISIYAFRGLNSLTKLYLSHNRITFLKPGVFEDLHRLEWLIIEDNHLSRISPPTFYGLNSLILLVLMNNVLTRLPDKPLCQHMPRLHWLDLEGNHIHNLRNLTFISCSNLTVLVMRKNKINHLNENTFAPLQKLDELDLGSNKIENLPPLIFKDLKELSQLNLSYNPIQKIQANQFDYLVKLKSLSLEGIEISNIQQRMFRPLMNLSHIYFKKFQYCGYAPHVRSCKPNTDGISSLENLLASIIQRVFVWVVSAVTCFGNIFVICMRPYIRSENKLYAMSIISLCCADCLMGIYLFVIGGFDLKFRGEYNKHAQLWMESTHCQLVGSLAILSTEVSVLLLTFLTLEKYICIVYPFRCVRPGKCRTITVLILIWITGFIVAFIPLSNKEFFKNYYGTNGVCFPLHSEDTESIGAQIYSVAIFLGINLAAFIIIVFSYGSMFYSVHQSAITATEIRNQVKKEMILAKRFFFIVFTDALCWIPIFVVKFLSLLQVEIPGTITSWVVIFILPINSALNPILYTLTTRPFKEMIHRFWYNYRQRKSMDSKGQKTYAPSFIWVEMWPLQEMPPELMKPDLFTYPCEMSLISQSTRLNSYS
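HEK293 cells stably expressing RXFP1, treated 30 min at 37C with compounds plus PDE4 inhibitor Ro 20174; cAMP measured by HTRF TR-FRET. Normalized to buffer and 29 nM porcine relaxin; EC50 by Hill fit.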
RXFP1 antagonist: blocks the human relaxin receptor RXFP1 | activity change, negative = inhibition, % at 57.5 µM | Q9HBX9 | HEK293-RXFP1, relaxin-stimulated cAMP HTRF, 30 min; stronger effect = lower value | 350,000 compounds, 0.59% hits;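 active = activity change of -60% or lower, but not beyond a set lower limit; inconclusive = change between -60% and -40%, or beyond the set limit; inactive = change above -40%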; also: % is scaled to controls: 0 for no effect and ±100 for the full control effect
D1 potentiator: enhances dopamine response at the human D1 receptor. P21728. HEK293 TREx D1 cells, calcium flux, dopamine EC20 potentiation. potentiation, % at 10 µM. 360,000 compounds, 0.036% hits. AID 504651; in the data active = potentiation above about 30%; also: 0% is about no effect
D1 antagonist: antagonists of human D1 dopamine receptor; P21728; HEK293 TREx D1 cells, calcium flux, dopamine EC80; stronger effect = lower value; activity change, negative = inhibition, % at 10 µM; 360,000 compounds, 3.2% hits; AID 504652; in the data active = activity change below about -30%; also: % is scaled to controls: 0 for no effect and ±100 for the full control effect
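After overnight tetracycline induction at 30 C, force-coupled D1 HEK293 cells took up a no-wash calcium dye at room temperature. Compounds were added and monitored 180 s, and the response to EC80 dopamine was then recorded.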
GRP78 ERSR act: inducers of ER stress response in human glioma cells | U87-MG GRP78 promoter luciferase reporter, 16 h | Potency, µM, for inactives: at the highest dose activation, actives largely listed as activators | 420,000 compounds, 0.02% hits; also: potency is read from the fitted curve at half-maximal effect; series mostly up to about 76 µM; % of control where 0% means no effect; nearly all actives have a fitted effect of over 35% in size
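ERSR induction read as luciferase luminescence (Bright-Glo, 10 min at room temperature) in stably transfected human U87-MG glioma cells exposed to compounds for 16 h, using GRP78 as sensor.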
Numbers without * were called inactive; ? = inconclusive; · = not tested or not shown. Unless noted, calls follow the shape of the dose curve; as a rule, active = well fitted curve in the direction sought with a large enough effect; inconclusive = small, poorly fitted or top-dose-only effect, or another doubt; inactive = no such curve, though single readings can be large; an effect the other way counts as inactive or inconclusive. An excerpt. The share of hits here may be higher or lower than overall.

entry	mol	D2 PAM	D1 agonist	Vif-A3G inh	Vif-A3F inh	RXFP1 ag	RXFP1 antagonist	D1 potentiator	D1 antagonist	GRP78 ERSR act
1	COc1ccc(S(=O)(=O)Nc2ccc(Cl)cn2)c(C)c1C	·	0	-2%	-6%	-2.1%	-15	6	0	-1%
2	CCOC(=O)N1CCc2c(sc(NCc3cccs3)c2C(=O)Nc2ccc(OC)cc2OC)C1	4	-1	-1%	16%	0.9%	?	2	-1	-11%
3	O=C(C1CC1)N(CCc1ccccc1)Cc1nc2ccccc2c(=O)[nH]1	16	3	-2%	0%	0.2%	-16	5	0	0%
4	COc1ccc(CN(Cc2nc3ccccc3c(=O)[nH]2)C(=O)C(C)(C)C)cc1	-1	1	1%	-10%	1.8%	-6	1	-1	-8%
5	CC(=O)c1cccc(NC(=S)N2CCc3ccccc32)c1	-7	2	4%	0%	1.4%	4	1	-32*	6%
6	Cc1cnc(NC(=O)c2ccc3ncsc3c2)s1	3	5	-1%	-2%	19%	4	2	15	-5%
7	COc1ccc(O)c(/C=N/NC(=S)Nc2cccc(S(=O)(=O)N(C)C)c2)c1	16	20	-23%	0%	0.2%	-23	-6	-17	-2%
8	O=C(CNC(=O)c1ccccc1)OCc1nc2ccccc2s1	5	0	1%	-4%	0.5%	-7	3	14	4%
9	CCOP(=O)(NC(c1ccccc1)c1nc2ccccc2[nH]c1=O)OCC (configuration not stated)	-8	1	-6%	1%	2.4%	0	-9	7	-10%
10	Cc1ccccc1N1CCN(C2CCCN(C(=O)c3cc[n+]([O-])cc3)C2)CC1 (configuration not stated)	5	4	-1%	-7%	-0.1%	7	6	6	-5%
11	Cc1ccc(C)c(NC(=O)c2ccc(=O)n(Cc3ccc(F)cc3)c2)c1	-9	1	-6%	5%	0.2%	·	-4	3	-6%
12	CCOC(=O)c1cc(CC)sc1/N=C/C1C(=O)CC(C)(C)CC1=O	8	1	-1%	-3%	5.3%	3	-1	-49*	-3%
13	O=C(Cc1ccccc1)NCc1ccncc1	1	0	-10%	0%	-2.3%	0	-2	1	3%
14	CC(C)NC(=O)C1CCN(C(=O)N2CCOc3ccc(Cl)cc32)CC1	-1	1	-3%	-1%	3.0%	-10	3	-7	-5%
15	O=c1oc2ccccc2c(N2CCCCC2)c1[N+](=O)[O-]	9	2	-5%	6%	0.8%	·	-3	7	-5%
16	O=C(C[N+]1(CC#Cc2ccccc2)CCOCC1)c1ccccc1	2	3	-4%	-4%	-1.6%	-2	7	0	-2%
17	Cc1noc(C)c1NC(=O)Nc1ccc2c(c1)C(=O)N([C@H](C)CO)C[C@@H](C)[C@@H](CN(C)S(=O)(=O)c1cn(C)cn1)OCCCC[C@H](C)O2	·	·	0%	5%	·	13	·	·	-4%
18	O=[N+]([O-])c1ccccc1N/N=C\c1ccccc1Cl	0	0	1%	0%	0.9%	8	-4	4	1%
19	Cc1ccc2nc(C(F)(F)F)c(C#N)c(N)c2c1	-3	3	-16%	-8%	0.8%	3	1	-8	-4%
20	Cc1cccc(Cc2nc3ccccc3[nH]2)c1	·	·	3%	?	·	13	·	·	2%
21	Cc1cc(C(=O)NNC(=O)/C=C/c2ccco2)c(C)o1	7	2	2%	-2%	-0.3%	0	-2	2	-5%
22	COc1ccc(NS(=O)(=O)c2ccc(NC(=O)C3CCCO3)cc2)cc1 (configuration not stated)	11	14	2%	4%	0.5%	5	1	0	-6%
23	Cc1csc(=NC(=O)c2ccccc2)n1Cc1ccco1	13	0	-1%	-6%	4.1%	-22	-8	5	1%
24	Cc1cccc(C)c1Nc1sc(C(=O)c2ccccc2)c(N)c1S(=O)(=O)c1ccccc1	7	8	?	-2%	0.3%	-3	1	32	-3%
25	Cc1ccc(C)c(NC(=O)CN(C)C(=O)c2ccc(-c3cccc(C(F)(F)F)c3)o2)c1	5	5	-5%	8%	-1.8%	-3	-5	19	6%
26	CCN(CC)CCNC(=O)CNC(=O)c1nn(-c2ccc(OC)cc2OC)c(=O)c2ccccc12	8	3	0%	2%	-0.7%	-1	-2	-4	3%
27	COc1ccc(OC)c(NC(=O)c2ccc(-n3cccn3)nc2)c1	-8	0	-9%	0%	8.4%	5	-4	-7	-4%
28	O=P1(O)C=C(c2ccccc2)NC(c2ccccc2)=C1	·	2	-6%	1%	-0.5%	5	8	14	-1%
29	CCc1cccc(C)c1NC(=S)N(CCCN1CCN(C)CC1)Cc1cccs1	20	8	2%	-5%	-1.8%	-14	0	14	0%
30	O=C(CC1CCCC1)Nc1cc(C(F)(F)F)ccc1-n1cncn1	1	8	0%	-4%	1.8%	-2	·	-7	-1%
31	COCCn1c(=S)[nH]c2cc(C(=O)N3CCCC(C)C3)ccc2c1=O (configuration not stated)	10	7	0%	4%	4.2%	-9	-2	-11	-4%
32	O=C(NCC(=O)N(c1cccc(F)c1)C(C(=O)NC1CCCC1)c1ccco1)c1ccco1 (configuration not stated)	16	1	-1%	11%	0.4%	-6	7	0	-4%
33	CCN(CC)CCN(C(=O)/C=C/c1cccs1)c1nc2ccc(F)cc2s1	-20	6	0%	-16%	0.7%	-27	-11	11	-5%
34	CCN(CC)CCNC(=O)/C(=C/c1cn(CC)c2ccccc12)NC(=O)c1cc(OC)c(OC)c(OC)c1	-25	1	2%	1%	-0.5%	-8	3	-5	-1%
35	COc1cc(C2C3=C(COC3=O)Oc3cc4c(cc32)OCO4)cc(OC)c1OC(C)=O (configuration not stated)	·	·	-26%	-25%	·	-7	·	·	-5%
36	O=C(Nc1nccs1)c1cc2sccc2n1Cc1ccc(Cl)cc1	-5	3	1%	-2%	?	·	-6	0	-5%
37	CC1CCCC(C)N1C(=O)Cn1cc(/C=C2/C(=O)Nc3ccccc32)c2ccccc21 (configuration not stated)	-1	3	2%	1%	2.5%	-8	-5	·	-1%
38	O=C(/C=C/c1ccco1)NCCCN1CCOCC1	19	0	-1%	-4%	1.1%	-1	1	1	-5%
39	Cc1ccc2nc(Cl)c(CNCc3ccccc3)cc2c1	5	4	0%	-6%	-0.7%	-7	5	-35*	6%
40	CC(=O)Oc1cccc(C2=CC(=O)CC(C)(C)C2=O)c1	·	·	2%	-7%	·	3	·	·	-3%
41	Cc1csc(SCc2nnc(-c3ccccc3Br)o2)n1	6	4	-6%	1%	1.6%	-9	4	23	-3%
42	O=C(Cn1c(=O)cnc2ccccc21)Nc1cc(Cl)ccc1N1CCOCC1	·	·	-14%	-13%	·	-8	·	·	-5%
43	COc1ccc(CCNC(=O)CN2CCC(n3nnc4cc(F)ccc43)CC2)cc1OC	-20	-1	-1%	1%	1.8%	-15	-11	-4	-1%
44	COc1ccc(C(=O)N[C@H](C(=O)OCC(=O)NC(=O)c2cccn2C)C(C)C)cc1	12	5	2%	-10%	-0.3%	-3	-3	5	-2%
45	COc1ccc(NC(=O)CSc2nc3ccccc3c3nc4ccccc4n23)cc1	·	1	-23%	2%	1.5%	-6	-2	15	-6%
46	COc1ccccc1C1C=C(c2ccc(F)cc2)Nc2nc(-c3ccc(Cl)cc3)nn21 (configuration not stated)	10	5	-1%	1%	0.9%	-33	3	12	3%
47	COc1ccc(-c2ocnc2C(=O)N2CCN(C(=O)C(c3ccccc3)c3ccccc3)CC2)cc1	-7	4	0%	-3%	4.1%	-5	-5	-1	-4%
48	C[C@H](CO)N1C[C@H](C)[C@@H](CN(C)S(=O)(=O)c2cccs2)OCc2cn(nn2)CCCC1=O	·	·	1%	-6%	·	-2	·	·	-2%
49	CCOc1ccc(C(C)C)cc1S(=O)(=O)n1nc(C)cc1C	3	1	0%	-9%	-0.5%	2	-2	0	-5%
50	Cc1ccccc1OCCSc1nc(N(C)C)nc(N(C)C)n1	-4	8	14%	18%	2.6%	2	-3	6	-6%

Other records follow:
entry	mol	D2 PAM	D1 agonist	Vif-A3G inh	Vif-A3F inh	RXFP1 ag	RXFP1 antagonist	D1 potentiator	D1 antagonist	GRP78 ERSR act
51	CCOc1ccc(NC(=O)Cn2cc(S(=O)(=O)N3CCN(c4ccccc4F)CC3)c3ccccc3c2=O)cc1	21	1	-4%	2%	-0.1%	·	-2	-6	-2%
52	O=C(c1ccco1)N1CCN(C(=O)c2cc(-c3ccncc3)nc3ccc(Br)cc23)CC1	·	·	-2%	3%	·	-5	·	·	2%
53	O=C(Nc1cccc(-c2cn3cccnc3n2)c1)c1cc(Br)ccc1Cl	9	0	-5%	1%	-0.5%	0	-4	9	-4%
54	COc1ccc(OC)c(S(=O)(=O)NC2CCN(Cc3ccccc3)CC2)c1	-10	3	-2%	2%	-0.2%	-12	8	-2	-5%
55	O=C(NCCc1c[nH]c2ccccc12)Nc1ccccc1C(F)(F)F	-4	5	-1%	-2%	0.2%	-1	-3	-4	-4%
56	O=C(COC(=O)c1ccc(O)cc1)NCC1CCCO1 (configuration not stated)	3	3	0%	-2%	1.7%	-16	0	4	0%
57	Cc1ccc(C(=O)CSc2nnc(CNc3ccc(F)cc3)o2)cc1	·	2	3%	2%	0.3%	7	-1	-6	-1%
58	Cn1nnnc1SCCNCc1ccc(Cl)cc1	-12	1	0%	-15%	-1.2%	7	-1	6	-4%
59	COc1ccc([C@H]2CC(=O)C=C(c3c(C)cc(C)cc3C)C2)cc1	4	5	-6%	2%	0.3%	·	3	6	1%
60	Cn1c(=NC(=O)C2CC2)sc2cc(F)cc(F)c21	-1	1	-7%	-6%	-0.2%	11	-4	-5	0%
61	C=CCn1c(SCCOc2ccccc2)nnc1C(C)NC(=O)c1ccccc1 (configuration not stated)	-1	0	4%	3%	0.6%	-6	-4	14	-3%
62	COc1ccc(CCNC(=O)C2CCC(=O)N(C3CC3)C2)c(OC)c1 (configuration not stated)	-1	0	-1%	1%	-1.6%	9	0	-13	-3%
63	COc1ccc(-c2nn(C)c3sc(C(=O)N4CCOCC4)cc23)cc1OC	2	1	1%	1%	5.7%	7	-3	-60*	5%

Screening data: PubChem, National Center for Advancing Translational Sciences (NCATS)
